# NS5 inhibitors – Dengue-2 NS5 methyltransferase inhibitors, primary screen, biochemical, confirmation dose response (AID 588689) | Genome polyprotein (Dengue virus type 2 (strain 16681-PDK53)) | Dengue-2 NS5 methyltransferase capping enzyme assay, biochemical; higher % means a stronger effect | one-dose inhibition, % at 25 µM; IC50 in µM for titrated hits | 340,000 compounds, 0.3% hits; in the data active means a potency from the dose series; inconclusive means inhibition above about 29% without an active follow-up result
# KOR beta-arrestin-1 – KOR agonists, beta-arrestin recruitment, primary screen, cell-based, luminescence, uHTS (AID 1777). KOR beta-arrestin recruitment, luminescence; higher % means a stronger effect. activation, % at 10 µM, or EC50 in µM where a hit was titrated. 280,000 compounds, 0.02% hits; in the data active means activation above about 50%, passing the limit was not always enough; further: a part of the inactive calls stands beside numbers as strong as those of hits
# GPR35 arrestin U2OS – GPR35 antagonists blocking zaprinast-driven arrestin recruitment, primary screen, imaging, U2OS, beta-arrestin-GFP, zaprinast agonist (AID 2058); G-protein coupled receptor 35 (Homo sapiens); U2OS GPR35 beta-arrestin-GFP translocation imaging, zaprinast antagonism; higher % means a stronger effect; inhibition, % at 10 µM; hits with a dose series show IC50 in µM; 290,000 compounds, 0.052% hits;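 active means inhibition of at least 50% with at least 30 cells and total cytoplasm GFP at most 10,000,000; inconclusive means under 30 cells or total GFP of 10,000,000 plus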
# GPR55 LPI antagonism – GPR55 antagonists blocking LPI-driven arrestin recruitment, primary screen, imaging, U2OS, beta-arrestin-GFP, LPI agonist (AID 2013); U2OS GPR55 beta-arrestin-GFP translocation imaging, LPI antagonism; higher % means a stronger effect; inhibition, % at 10 µM, or IC50 in µM where a hit was titrated; 290,000 compounds, 0.13% hits;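 active means spots per cell inhibited over 60%, with over 100 cells counted and total cytoplasm intensity under 500,000; inconclusive means wells with under 100 cells, flagged as likely toxic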;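 further: U2OS cells stably carrying GPR55 and arrestin-GFP stimulated by 5 µM LPI near EC80; imaged beta-arrestin-GFP aggregate spots per cell after agonist stimulation; plate controls were LPI-stimulated DMSO wells for no effect and DMSO wells without LPI for full effect; some results filed as inactive read as strong as hits; confirmed hits need IC50 under 10 µM and bright autofluorescent wells are also inconclusive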
# NOD1 NF-kB reporter – NOD1 signaling inhibitors, primary screen, cell-based, luminescence, uHTS (AID 1578) | 290,000 compounds, 1% hits | inhibition, % at 4 µM, or EC50 in µM where a hit was titrated | NOD1-driven NF-kB luciferase reporter cells, luminescence; higher % means a stronger effect; in the data active means inhibition mostly above about 36%, no sharp cut-off; inactive means mostly below about 34%;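 further: HEK-293T reporter cells stimulated with the NOD1 agonist gamma-tri-DAP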
# West Nile antiviral – West Nile virus antiviral activity, cell-based, CPE readout (AID 1621); 290,000 compounds, 0.02% hits; CPE inhibition, % at 10 µM; hits with a dose series show IC50 in µM; West Nile virus-infected cells, CPE inhibition; higher % means a stronger effect; in the data active means a potency from the dose series; inconclusive means CPE inhibition mostly from about 3.7% at the one dose, without a potency; inactive means the rest, 99 in 100 with CPE inhibition below about 2.2%; further: strong numbers were not always called active
# HIV fusion peptide – inhibitors of HIV fusion peptide binding, primary screen, biochemical, uHTS, fluorescence dequenching (AID 1986); 290,000 compounds, 0.3% hits; one-dose inhibition, % at 20 µM; IC50 in µM for titrated hits; cell-free peptide binding, fluorescence dequenching, 30 min; higher % means a stronger effect; in the data active means inhibition mostly above about 52%, no sharp cut-off; inactive means mostly below about 76%; further: some results filed as inactive read as strong as hits
# GPR55 beta-arrestin – GPR55 agonists via beta-arrestin recruitment, primary screen, imaging, U2OS cells, beta-arrestin-GFP redistribution (AID 1961); G-protein coupled receptor 55 (Homo sapiens); U2OS GPR55 beta-arrestin-GFP redistribution imaging; higher % means a stronger effect; activation, % at 10 µM; hits with a dose series show EC50 in µM; 290,000 compounds, 0.048% hits;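 active means activation above 40% with more than 50 cells counted in the well; inconclusive means wells holding fewer than 50 cells, flagged as toxic or sparse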;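 further: U2OS osteosarcoma cells stably expressing GPR55 and beta-arrestin-GFP; plate controls were DMSO negative control for no effect and LPI positive control for full effect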
# KOR beta-arrestin-2 – KOR antagonists, beta-arrestin recruitment, cell-based, luminescence, uHTS (AID 1778); Kappa-type opioid receptor (Homo sapiens); KOR beta-arrestin recruitment, luminescence, antagonist mode; higher % means a stronger effect; inhibition, % at 10 µM, or IC50 in µM where a hit was titrated; 290,000 compounds, 0.091% hits; in the data active means inhibition above about 50%; further: strong numbers were not always called active
# NS5 inhibitors pilot replicate – recorded beside NS5 inhibitors, whose call it bears; inhibition, %; measured here: pilot screen replicate inhibition
# * hit, by the source's call; ? = inconclusive; . = not tested or not shown; [ ] = dose if it differs, or a comment. Some of the compounds tested; count on the stated rates, not on these rows.
SMILES,NS5 inhibitors,KOR beta-arrestin-1,GPR35 arrestin U2OS,GPR55 LPI antagonism,NOD1 NF-kB reporter,West Nile antiviral,HIV fusion peptide,GPR55 beta-arrestin,KOR beta-arrestin-2,others
Clc1ccc(-c2nnc(NCCN3CCCC3)c3ccccc23)cc1,-0.7%,-1.5%,-0.7%,0.2%,-8.9%,-1.2%,1.6%,-0.1%,-10.3%,
O=C(NCCOc1ccccc1)c1ccccc1[N+](=O)[O-],-3.8%,1.3%,-8.6%,-2.7%,-46.0%,0.1%,0.2%,0.2%,8.2%,
CC(C)CC1(C)NC(=O)N(Cc2cc([N+](=O)[O-])cc3c2OCOC3)C1=O (centres undefined),-4.7%,-2.0%,-5.3%,-6.2%,19.6%,-0.3%,-1.6%,-0.1%,0.8%,
N#Cc1cc2c(nc1SCC(=O)Nc1sc3c(c1C#N)CCC3)CCCCCC2,-8.2%,-2.0%,-7.5%,21.4%,12.1%,0.7%,2.4%,-0.1%,-13.0%,
CC(=O)Nc1ccc(NC(=O)c2cc(-c3ccccc3)nc3ccccc23)cc1,.,-7.1%,8.7%,-19.4%,9.3%,-1.5%,1.2%,-0.2%,-1.0%,
COc1cccc(N/C=C/c2onc(C)c2[N+](=O)[O-])c1,-15.2%,-6.3%,-19.5%,18.8%,-48.1%,-0.1%,-2.5%,-0.1%,0.3%,
Cc1ccc(S(=O)(=O)Cc2cc(F)c([N+](=O)[O-])cc2[N+](=O)[O-])cc1,-3.3%,5.9%,39.5%,-0.9%,20.3%,-2.5%,3.9%,15.9%,-3.3%,
CCOCC(=O)Nc1nnc(SCCOC)s1,-5.1%,-9.4%,0.6%,-8.1%,15.8%,-0.2%,-2.0%,-0.1%,8.2%,
CCOC(=O)c1sc(N(Cc2ccccc2)C(=O)COC(=O)c2ccccc2O)nc1C,-4.5%,11.6%,-0.8%,-14.3%,-48.0%,-0.3%,0.5%,-0.3%,-22.6%,
CCCCCCCOC1(c2ccccc2)OC(=O)c2ccccc21 (centres undefined),-4.8%,3.2%,-11.5%,7.9%,36.5%,0.2%,-0.2%,-0.1%,-2.0%,
CC1(C)CC(=O)C(N=Nc2ccc(S(=O)(=O)N3CCCCCC3)cc2)=C(O)C1,-8.7%,2.9%,-7.3%,-2.3%,48.1%,-0.1%,-0.2%,-0.1%,-30.5%,
Cc1ccc(-c2cc(C(=O)O)c3cc(Br)ccc3n2)o1,52.0%,2.7%,-3.8%,-12.4%,-5.1%,-0.4%,29.7%,-0.1%,-30.0%,
CCCC(=O)c1cc2c(cc1NC(=O)c1cccs1)OCCO2,-1.6%,4.0%,16.9%,-4.5%,32.1%,0.1%,-1.8%,-0.1%,0.7%,
Cc1ccc(N(CC(=O)NCc2ccccc2)C(=O)CCC(=O)Nc2ccccn2)cc1,2.5%,-1.7%,-1.4%,-1.5%,-16.7%,-0.1%,0.4%,-0.2%,-17.3%,
CCNC(=O)c1c(C)nc2ccccn12,-2.2%,-1.4%,11.9%,-2.0%,-2.5%,0.3%,-1.6%,-0.3%,-29.2%,
Cc1cccc(N(CC(=O)NCCSc2ccccn2)S(=O)(=O)c2ccccc2)c1,5.3%,3.2%,1.1%,-0.7%,-10.2%,0.1%,1.4%,0.6%,-3.2%,
Cc1c(S(=O)(=O)N2CCCC(C(=O)O)C2)cnn1C (centres undefined),13.6%,3.2%,7.2%,0.3%,-26.2%,0.0%,1.5%,-0.7%,6.7%,
COc1ccc(C)cc1NC(=O)Nc1cccc(C(=O)O)c1,1.5%,.,13.4%,7.8%,-18.3%,0.6%,0.2%,-0.2%,-14.2%,
O=C(N=C1SC2CS(=O)(=O)CC2N1c1ccc(Cl)c(Cl)c1)C1CCCO1 (centres undefined),-5.3%,-2.4%,-21.0%,1.6%,-27.5%,-0.2%,-0.6%,-0.1%,10.5%,
C=CCOC(=O)C1=C(C)Nc2[nH]c(=O)[nH]c(=O)c2C1c1cccc(OC)c1 (centres undefined),.,-1.0%,-2.2%,1.5%,-24.5%,0.6%,3.7%,0.0%,-7.6%,
O=C(Cc1ccccc1F)Nc1ccccc1-c1ccccc1,2.9%,-0.1%,7.0%,12.7%,-41.8%,-0.4%,-0.5%,0.2%,-29.8%,
O=c1oc2cccnc2n1CCS(=O)(=O)c1ccc(F)cc1,1.6%,4.9%,-5.8%,9.4%,-17.0%,0.1%,1.0%,0.3%,8.8%,
COc1cc(C(=O)NCCc2c[nH]c3ccccc23)ccc1OCc1c(C)noc1C,0.0%,4.9%,0.5%,-23.9%,-37.6%,1.9%,0.5%,-0.6%,7.8%,
COCCn1c(=O)[nH]c2cc(C(=O)NCCN3CCN(c4cccc(Cl)c4)CC3)ccc2c1=O,-2.4%,-1.9%,10.4%,4.1%,-32.0%,0.1%,-1.3%,-0.5%,-22.6%,
COc1ccc(CN2CCNC(=O)C2CC(=O)N(C)CCC2CCOCC2)cc1OC (centres undefined),2.7%,9.0%,20.8%,2.0%,-19.6%,-0.1%,3.2%,-0.1%,-30.0%,
COC(=O)Nc1cc(C)n(-c2ccccc2)n1,-16.2%,-0.7%,6.7%,0.3%,-12.4%,-0.2%,0.7%,0.1%,-28.7%,
COc1ccc(C)cc1NC(=O)CSc1nnc(-c2ccccn2)n1Cc1ccco1,-11.6%,1.2%,13.7%,2.6%,-1.2%,-1.1%,-3.6%,-0.3%,8.2%,NS5 inhibitors pilot replicate=-12.0
CC1CC1C(=O)Nc1nc2ccc(S(C)(=O)=O)cc2s1 (centres undefined),-9.8%,-1.6%,-13.4%,-0.5%,29.5%,0.4%,-3.1%,-0.2%,2.8%,
CN(CC(=O)Nc1ccc(F)c(F)c1F)C(=O)C1=COCCO1,0.0%,9.4%,-1.3%,1.9%,-16.6%,-0.1%,0.6%,-0.1%,-5.5%,
CCOc1cc(C2C(C#N)=C(N)Oc3n[nH]c(-c4ccncc4)c32)cc([N+](=O)[O-])c1O (centres undefined),.,0.8%,1.8%,2.3%,24.0%,2.2%,-3.2%,-0.4%,-15.0%,

# Ordered by heavy-atom count (rising): part of the list above
SMILES,NS5 inhibitors,KOR beta-arrestin-1,GPR35 arrestin U2OS,GPR55 LPI antagonism,NOD1 NF-kB reporter,West Nile antiviral,HIV fusion peptide,GPR55 beta-arrestin,KOR beta-arrestin-2,others
CCCC(=O)c1cc2c(cc1NC(=O)c1cccs1)OCCO2,-1.6%,4.0%,16.9%,-4.5%,32.1%,0.1%,-1.8%,-0.1%,0.7%,
Clc1ccc(-c2nnc(NCCN3CCCC3)c3ccccc23)cc1,-0.7%,-1.5%,-0.7%,0.2%,-8.9%,-1.2%,1.6%,-0.1%,-10.3%,
CC(=O)Nc1ccc(NC(=O)c2cc(-c3ccccc3)nc3ccccc23)cc1,.,-7.1%,8.7%,-19.4%,9.3%,-1.5%,1.2%,-0.2%,-1.0%,

# The main list resumes, starting two compounds before the break.
SMILES,NS5 inhibitors,KOR beta-arrestin-1,GPR35 arrestin U2OS,GPR55 LPI antagonism,NOD1 NF-kB reporter,West Nile antiviral,HIV fusion peptide,GPR55 beta-arrestin,KOR beta-arrestin-2,others
CN(CC(=O)Nc1ccc(F)c(F)c1F)C(=O)C1=COCCO1,0.0%,9.4%,-1.3%,1.9%,-16.6%,-0.1%,0.6%,-0.1%,-5.5%,
CCOc1cc(C2C(C#N)=C(N)Oc3n[nH]c(-c4ccncc4)c32)cc([N+](=O)[O-])c1O (centres undefined),.,0.8%,1.8%,2.3%,24.0%,2.2%,-3.2%,-0.4%,-15.0%,
CNC(=O)NC(=O)C(NC1CCCc2ccccc21)c1ccccc1 (centres undefined),-2.4%,2.7%,-14.2%,-4.1%,14.4%,-0.6%,0.0%,-0.1%,-34.0%,
COC(=O)[C@H](CCSC)NC(=O)N1CCN(c2cccc(C(F)(F)F)c2)CC1,4.8%,-0.9%,12.2%,-13.2%,9.4%,-0.4%,1.5%,0.1%,5.5%,
O=C(NCc1ccc(Cl)cc1)c1ccc(NC(=O)C2CCCO2)cc1 (centres undefined),7.1%,-1.3%,2.9%,7.7%,-41.9%,-0.1%,-0.2%,-0.1%,-13.0%,
COc1ccccc1NC(=S)N(CCc1nc2cc(C)c(C)cc2[nH]1)Cc1cccnc1,-6.9%,3.6%,10.7%,2.2%,-9.8%,-1.2%,-2.2%,-0.1%,-37.0%,
CSc1nc2ccc(NC(=O)c3ccccn3)cc2s1,-5.7%,-5.3%,-6.5%,-0.3%,-59.1%,-0.5%,3.1%,0.7%,9.6%,
O=C1CC(c2cccs2)Sc2nc3ccccc3n21 (centres undefined),2.4%,-4.8%,1.7%,8.0%,-33.3%,0.0%,35.7%,0.0%,30.2%,
COc1ccc(C(=O)NCc2cn3ccsc3n2)cc1OC,0.7%,-0.7%,-11.1%,-1.5%,-8.6%,0.6%,2.0%,-0.1%,-9.8%,
Cc1cc(N2CCOCC2)nc(-c2ccc([N+](=O)[O-])cc2)n1,-1.3%,-1.9%,7.9%,.,15.4%,.,-2.5%,0.2%,20.4%,
CNc1nc(C)nc(-c2ccccc2O)n1,-4.9%,-1.8%,4.3%,-11.2%,-20.3%,.,0.9%,0.3%,-4.1%,
Cc1cc(NS(=O)(=O)c2ccc(NC(=O)COc3ccccc3[N+](=O)[O-])cc2)no1,2.9%,-1.2%,-7.1%,12.6%,-0.8%,-0.3%,6.1%,-0.1%,-1.7%,
Cc1cc(C)c2c3c(sc2n1)C(c1ccccc1)C(C#N)=C(N)O3 (centres undefined),12.8%,-0.1%,-7.4%,0.6%,34.3%,.,117.8%,1.5%,24.7%,
CCOc1ccccc1CN1CCNC(=O)C1CC(=O)NC1CCCCCCC1 (centres undefined),-5.2%,8.4%,-4.3%,8.0%,-45.4%,-1.3%,1.5%,0.2%,-17.3%,
Cc1cc(O)ccc1N=Cc1c(C(F)(F)F)[nH][nH]c1=O,33.6%,0.6%,-19.4%,-11.3%,7.1%,?,1.1%,0.2%,-29.1%[20 µM],
CCOC(=O)NC(=O)C(=CNc1ccccc1OC)C(=O)NC(=O)OCC,6.3%,-2.2%,2.5%,2.8%,-25.5%,0.2%,-0.5%,-0.1%,-21.1%,

# Screening data from PubChem BioAssay.
